Screens as filed in PubChem.
GPR7 antag: antagonists of human GPR7 (neuropeptides B/W receptor 1) | GPR7-expressing cells, fluorescence antagonist assay | inhibition, % at 4.4 µM | hit rate 1.1% among 290,000 | AID 1861; in the data active means inhibition above about 16%, passing the limit was not always enough;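 further: cells stimulated with the agonist NPW; 0% = agonist with vehicle and 100% = vehicle without agonist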
Target sequence (P48145 whole entry, looked up): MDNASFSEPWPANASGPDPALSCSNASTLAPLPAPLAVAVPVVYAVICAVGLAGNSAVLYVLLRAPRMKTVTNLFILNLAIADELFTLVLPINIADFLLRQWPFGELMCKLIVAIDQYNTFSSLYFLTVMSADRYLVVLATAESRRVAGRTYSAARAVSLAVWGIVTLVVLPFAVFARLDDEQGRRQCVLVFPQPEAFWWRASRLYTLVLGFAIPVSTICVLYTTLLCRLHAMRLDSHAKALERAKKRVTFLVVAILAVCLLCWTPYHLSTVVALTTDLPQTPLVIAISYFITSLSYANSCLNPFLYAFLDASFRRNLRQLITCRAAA
OXTR ag: activates the human oxytocin receptor | P30559 | CHO-OTR cells, Fluo-8 calcium fluorescence; normalized: DMSO 0%, oxytocin 100% | activation, % at 3 µM | hit rate 0.32% among 320,000 | AID 2435;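 active means activation above the mean of all tested compounds plus 3 SD, cutoff set per screening run, cut at about 20% in these data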;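 further: peak over basal fluorescence ratio from a 100 s FLIPR kinetic read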
GalR3 antag: human GalR3 antagonism. HEK293 GalR3-CNG cAMP membrane potential fluorescence; galR3 body fused to GalR1 C-terminus. hit rate 0.44% among 360,000. O60755. inhibition, % at 3 µM;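 active means inhibition above the screen-wide average plus 3 SD, cut at about 13% in these data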;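 further: forskolin and galanin both at EC90 stimulate the cells; cAMP rise reported by CNG channel membrane potential dye signal; 0% = forskolin plus galanin with DMSO and 100% = forskolin alone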
Target sequence (O60755 1-299 limits assumed): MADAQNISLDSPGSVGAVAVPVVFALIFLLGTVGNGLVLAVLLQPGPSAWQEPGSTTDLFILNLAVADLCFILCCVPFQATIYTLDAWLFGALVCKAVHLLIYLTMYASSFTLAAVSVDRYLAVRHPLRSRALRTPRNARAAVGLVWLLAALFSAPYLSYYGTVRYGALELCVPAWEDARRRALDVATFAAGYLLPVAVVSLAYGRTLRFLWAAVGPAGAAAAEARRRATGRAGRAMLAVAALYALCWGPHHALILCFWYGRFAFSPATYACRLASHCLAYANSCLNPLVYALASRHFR
NALP1 inh: NALP1 inhibition; S. cerevisiae NALP1/ASC/caspase-1 growth, X-gal OD620, 72 h; AID 2071; inhibition, % at 10 µM; hit rate 0.61% among 280,000; in the data active means inhibition mostly above about 24%, no sharp cut-off; inactive means mostly below about 32%; further: some compounds called inactive have numbers as strong as hits
OXTR potentiator: potentiates the human oxytocin receptor response; CHO-OTR cells, Fluo-8 calcium fluorescence, potentiator mode; 0% = oxytocin EC15, 100% = EC100; activation, % at 3 µM; hit rate 0.061% among 320,000; AID 2445;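 active means activation above that plate's cutoff, the mean activation of tested compounds plus 3 SD, cut at about 6.6% in these data, passing the limit was not always enough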;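 further: 100% uses oxytocin at 75 nM as the full agonist control; some results filed as inactive read as strong as hits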
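Assay system: CHO cell line stably expressing human OTR | Also added: Oxytocin at about EC15, sub-maximal agonist stimulus | Times: Compound 6 min at room temperature before oxytocin, 100 s read | Measured by: Fluo-8 intracellular calcium fluorescence, ex 470-495, em 515-575 nm | Controls: EC15 oxytocin alone as 0%, 75 nM oxytocin as 100%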
MEKK2wt PB1 HTS: raises or lowers MEK5 binding to wildtype human MEKK2 PB1 domain | bead flow cytometry, Alexa488-MEK5 binding to MEKK2 WT; actives lie on both sides | AID 1531 | binding response (% of control), % at 10 µM | hit rate 1.1% among 290,000; in the data active means binding response below about 67% or above about 130%
MEKK2 mut-MEK5: signal of MEK5 binding to mutant human MEKK2 PB1 domain. bead flow cytometry, Alexa488-MEK5 binding to MEKK2 mutant. percent response, % at 10 µM. hit rate 0.35% among 290,000; in the data active means percent response above about 24%, passing the limit was not always enough; further: inactives centre near 1; some results filed as inactive read as strong as hits
V1aR counter: activates human V1a receptor in oxytocin agonist counter-screen | CHO-V1R cells, Fluo-8 calcium fluorescence, agonist mode; 0% DMSO, 100% 3 nM vasopressin | activation, % at 3 µM | hit rate 0.25% among 320,000 | AID 2797;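 active means activation above the mean activation of all tested compounds plus 3 SD, per screening run, cut at about 20% in these data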;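 further: signal is peak over basal fluorescence ratio across a 100 second FLIPR read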
Target sequence (P37288 whole entry, looked up): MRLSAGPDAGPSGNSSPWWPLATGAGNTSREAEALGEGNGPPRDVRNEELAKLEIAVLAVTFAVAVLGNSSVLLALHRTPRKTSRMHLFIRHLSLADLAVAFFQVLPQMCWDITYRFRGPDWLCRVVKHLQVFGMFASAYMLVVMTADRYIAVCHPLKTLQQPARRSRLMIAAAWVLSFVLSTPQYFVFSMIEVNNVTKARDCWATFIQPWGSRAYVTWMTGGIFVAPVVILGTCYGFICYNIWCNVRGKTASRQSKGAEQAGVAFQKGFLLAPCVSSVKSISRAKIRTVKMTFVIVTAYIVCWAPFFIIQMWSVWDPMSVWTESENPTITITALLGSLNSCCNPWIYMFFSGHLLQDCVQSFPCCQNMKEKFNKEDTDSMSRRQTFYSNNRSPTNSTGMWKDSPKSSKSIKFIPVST
M18AAP inhibitor: blocks P. falciparum M18 aspartyl aminopeptidase; recombinant PfM18AAP, H-Glu-NHMec fluorogenic cleavage; inhibition, % at 7.35 µM; hit rate 1.2% among 290,000; AID 1822;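 active means inhibition above the campaign mean inhibition over all tested compounds plus 3 SD, cut at about 28% in these data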;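 further: 0% = plate median of test compound wells and 100% = 2 mM ZnCl2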
* marks the source's active call; other numbers are inactive results; [ ] = another dose, or the depositor's remark.

O=[N+]([O-])c1ccc(N2CCCC2)nc1N1CCCC1 was read as GPR7 antag -10, OXTR ag -3.6, GalR3 antag -5, NALP1 inh 23, OXTR potentiator -6, MEKK2wt PB1 HTS 87, MEKK2 mut-MEK5 -18, V1aR counter -1.2 and M18AAP inhibitor -8.
`CCOC(=O)[C@H]1[C@H]2COc3ccc(Br)cc3[C@@H]2N2C(=O)[C@H](C)NC(=O)[C@@]12C` gave OXTR ag 2.7, GalR3 antag -4, OXTR potentiator -9 and V1aR counter -0.3.
`COc1cc(CCCN2C(N)=NC[C@H]2Cc2ccc(O)cc2)cc(OC)c1OC` gave OXTR ag 0.0, GalR3 antag -4, OXTR potentiator -8, MEKK2wt PB1 HTS 95, MEKK2 mut-MEK5 5 and V1aR counter 1.5.
For COc1ccc(C(=O)OC(C)C(=O)NC(C)CCc2ccccc2)cc1OC (stereo unspecified) the results were GPR7 antag -9, OXTR ag -2.0, GalR3 antag -9, NALP1 inh 7, OXTR potentiator -1, MEKK2wt PB1 HTS 109, MEKK2 mut-MEK5 5, V1aR counter -1.0 and M18AAP inhibitor -1.
`N#C/C(=N\Nc1cc(Cl)cc(Cl)c1)c1nnc2n1CCCCC2` gave GPR7 antag -2, OXTR ag 0.0, GalR3 antag 15*, NALP1 inh 21, OXTR potentiator -11, MEKK2wt PB1 HTS 101, MEKK2 mut-MEK5 0, V1aR counter 0.1 and M18AAP inhibitor 4.
Screening COc1cc(S(=O)(=O)NCc2cccnc2)c(OC)cc1Br returned GPR7 antag -13, OXTR ag 1.9, GalR3 antag -3, NALP1 inh -5, OXTR potentiator 5, MEKK2wt PB1 HTS 100, MEKK2 mut-MEK5 2, V1aR counter 0.7 and M18AAP inhibitor -8.
`CC1Sc2ccc(S(=O)(=O)NCCc3ccc(S(N)(=O)=O)cc3)cc2NC1=O` (stereo unspecified) gave GPR7 antag -14, OXTR ag -0.5, GalR3 antag -5, NALP1 inh -6, OXTR potentiator -6, MEKK2wt PB1 HTS 98, MEKK2 mut-MEK5 -3, V1aR counter 1.3 and M18AAP inhibitor -2.
COCCn1c(SCC(=O)Nc2cc(C)on2)nc2c(c1=O)SCC2 was read as GPR7 antag -11, OXTR ag 0.4, GalR3 antag -3, NALP1 inh 18, OXTR potentiator -10, MEKK2wt PB1 HTS 104, MEKK2 mut-MEK5 0, V1aR counter 0.4 and M18AAP inhibitor 1.
For Cc1cccc(C(=O)Nc2nnc(-c3ccncc3)o2)c1 the results were GPR7 antag -14, OXTR ag 2.0, GalR3 antag 3, NALP1 inh -7, OXTR potentiator 5, MEKK2wt PB1 HTS 106, MEKK2 mut-MEK5 6, V1aR counter -0.1 and M18AAP inhibitor 2.
O=C1Nc2cc(Cl)c(Cl)cc2N(O)N1c1cc(Cl)cc(Cl)c1 was read as GPR7 antag 15, OXTR ag -0.2, GalR3 antag -3, NALP1 inh 9, OXTR potentiator -12, MEKK2wt PB1 HTS 97, MEKK2 mut-MEK5 -5, V1aR counter 0.6 and M18AAP inhibitor -4.
Screening COc1ccc2nc(N3C(=O)CC(C(C)c4ccccc4)C3=O)sc2c1 (stereo unspecified) returned GPR7 antag -10, OXTR ag -2.5, GalR3 antag -10, NALP1 inh 21, OXTR potentiator -7, MEKK2wt PB1 HTS 93, MEKK2 mut-MEK5 22, V1aR counter -0.8 and M18AAP inhibitor 3.
CN(Cc1nc2ccccc2c(=O)[nH]1)C(=O)c1ccccc1OCc1ccc(Cl)cc1 was read as OXTR ag -2.4, GalR3 antag -1, OXTR potentiator -2 and V1aR counter 0.6.
For COc1ccc(C)cc1NC(=S)NC12CN3CN(CN(C3)C1)C2 the results were GPR7 antag -5, OXTR ag 1.0, NALP1 inh 9, OXTR potentiator -4, MEKK2wt PB1 HTS 109, MEKK2 mut-MEK5 5, V1aR counter -0.2 and M18AAP inhibitor 9.
For CCCCOC(=O)Nc1nccs1 the results were GPR7 antag -13, OXTR ag -0.5, GalR3 antag -1, NALP1 inh -81, OXTR potentiator -4, MEKK2wt PB1 HTS 89, MEKK2 mut-MEK5 -8, V1aR counter -0.3 and M18AAP inhibitor 3.
`Cc1nc(NC(=O)c2ccccc2)sc1-c1csc(NCCc2ccccc2)n1` gave GPR7 antag 6, OXTR ag 3.4, GalR3 antag -5, NALP1 inh -2, OXTR potentiator -8, MEKK2wt PB1 HTS 69, MEKK2 mut-MEK5 -14, V1aR counter 0.0 and M18AAP inhibitor -19.
For C=CCn1c(SCc2cc(C(=O)OC)c(C)o2)nnc1-c1ccncc1 the results were GPR7 antag -2, OXTR ag 0.3, GalR3 antag 0, NALP1 inh 16, OXTR potentiator -5, MEKK2wt PB1 HTS 95, MEKK2 mut-MEK5 2, V1aR counter 1.6 and M18AAP inhibitor 3.
Screening O=[N+]([O-])c1ccc(N/N=C/c2cn(-c3ccccc3)nc2-c2ccccc2)cc1 returned GPR7 antag -6, OXTR ag 0.9, GalR3 antag 0, NALP1 inh -3, OXTR potentiator -19, MEKK2wt PB1 HTS 11*, MEKK2 mut-MEK5 27*, V1aR counter 2.4 and M18AAP inhibitor 0.
`Cc1ccc(/C=C/S(=O)(=O)Nc2ccc(C)cc2)cc1` gave GPR7 antag -8, OXTR ag -0.9, GalR3 antag -3, NALP1 inh -31, OXTR potentiator -9, MEKK2wt PB1 HTS 97, MEKK2 mut-MEK5 -3, V1aR counter -0.9 and M18AAP inhibitor 3.
Screening CN(C)CCCN(C(=O)c1cccc(N2C(=O)CCC2=O)c1)c1nc2cc3c(cc2s1)OCO3 returned GPR7 antag -3, OXTR ag 0.5, GalR3 antag -2, NALP1 inh 12, OXTR potentiator -6, MEKK2wt PB1 HTS 109, MEKK2 mut-MEK5 7, V1aR counter -0.3 and M18AAP inhibitor 4.
For COc1ccccc1NC(=O)C(CC(C)C)NC(=O)C1CCCCC1 (stereo unspecified) the results were GPR7 antag 2, OXTR ag -3.0, GalR3 antag -4, NALP1 inh 41*, OXTR potentiator 1, MEKK2wt PB1 HTS 95, MEKK2 mut-MEK5 -4, V1aR counter -1.6 and M18AAP inhibitor -1.
For Cc1c(Br)c([N+](=O)[O-])nn1C(C)C(=O)NCC1CCCO1 (stereo unspecified) the results were GPR7 antag -3, OXTR ag -0.3, GalR3 antag 0, NALP1 inh 14, OXTR potentiator -10, MEKK2wt PB1 HTS 103, MEKK2 mut-MEK5 4, V1aR counter 1.1 and M18AAP inhibitor -13.
Screening Cc1cccc(N(CC(=O)NCc2ccco2)C(=O)CCC(=O)Nc2ccccn2)c1 returned GPR7 antag 4, GalR3 antag 0, NALP1 inh -3, MEKK2wt PB1 HTS 107, MEKK2 mut-MEK5 8 and M18AAP inhibitor -1.
`O=C(O)c1cccc(CN2C(=O)S/C(=C/c3ccccc3[N+](=O)[O-])C2=O)c1` gave GPR7 antag -6, OXTR ag 0.7, GalR3 antag -5, NALP1 inh -17, OXTR potentiator -1, MEKK2wt PB1 HTS 102, MEKK2 mut-MEK5 12, V1aR counter 0.0 and M18AAP inhibitor 19.
For CCOC(=O)N1CCC(NC(=O)c2cc3c(=O)[nH]c4ccccc4c3n2C)CC1 the results were GPR7 antag -18, OXTR ag 0.3, GalR3 antag -1, NALP1 inh -3, OXTR potentiator -4, MEKK2wt PB1 HTS 106, MEKK2 mut-MEK5 8, V1aR counter -0.2 and M18AAP inhibitor 3.
For O=C(Nc1ncc([N+](=O)[O-])s1)C1COc2ccccc2O1 (stereo unspecified) the results were GPR7 antag 18, OXTR ag 19, GalR3 antag -3, NALP1 inh 4, OXTR potentiator -15, MEKK2wt PB1 HTS 104, MEKK2 mut-MEK5 5, V1aR counter 12 and M18AAP inhibitor 12.
`Cc1cccc(C)c1OCCN1CCOCC1` gave GPR7 antag 0, OXTR ag -0.2, GalR3 antag -10, NALP1 inh 2, OXTR potentiator -6, MEKK2wt PB1 HTS 105, MEKK2 mut-MEK5 3, V1aR counter 6.3 and M18AAP inhibitor 2.
For CCC(=O)c1ccc(OCC(=O)OCC(=O)Nc2sccc2C(N)=O)cc1 the results were GPR7 antag 5, OXTR ag 10, GalR3 antag -7, NALP1 inh 6, OXTR potentiator -33, MEKK2wt PB1 HTS 97, MEKK2 mut-MEK5 -45, V1aR counter 10 and M18AAP inhibitor 4.
Screening COC(=O)c1cc(NC(=O)c2cccnc2)cc(C(=O)OC)c1 returned GPR7 antag 0, OXTR ag -0.5, GalR3 antag -3, NALP1 inh -1, OXTR potentiator -14, MEKK2wt PB1 HTS 104, MEKK2 mut-MEK5 5, V1aR counter -0.3 and M18AAP inhibitor -2.
Cc1cc(C)nc(/N=c2/ssnc2Cl)c1 was read as GPR7 antag -9, OXTR ag -2.3, GalR3 antag 1, NALP1 inh -4, OXTR potentiator 2, MEKK2wt PB1 HTS 105, MEKK2 mut-MEK5 3, V1aR counter -0.7 and M18AAP inhibitor 29*.
For CC(C)CNC(=O)c1ccccc1NC(=O)c1ccc(CSc2ccccc2)cc1 the results were GPR7 antag -12, OXTR ag 5.9, GalR3 antag 1, NALP1 inh 24, OXTR potentiator -8, MEKK2wt PB1 HTS 106, MEKK2 mut-MEK5 3, V1aR counter 5.9 and M18AAP inhibitor -8.
COc1ccc(C(=O)NCCc2nnc3ccc(SCC(=O)Nc4cc(C)on4)nn23)cc1 was read as GPR7 antag -14, OXTR ag -1.0, GalR3 antag -1, NALP1 inh -6, OXTR potentiator -8, MEKK2wt PB1 HTS 103, MEKK2 mut-MEK5 4, V1aR counter 0.6 and M18AAP inhibitor -10.
`CCSc1nnc(-c2ccc(S(=O)(=O)N3CCCC3)cc2)n1C` gave GPR7 antag -13, OXTR ag 0.4, GalR3 antag -11, NALP1 inh -10, OXTR potentiator -8, MEKK2wt PB1 HTS 97, MEKK2 mut-MEK5 0, V1aR counter 0.9 and M18AAP inhibitor -4.
`O=C(NCC1CCCO1)c1ccc2c(=O)n(CC3CCCO3)c(=S)[nH]c2c1` (stereo unspecified) gave GPR7 antag -9, OXTR ag -0.7, GalR3 antag -1, NALP1 inh 4, OXTR potentiator -11, MEKK2wt PB1 HTS 3.0*[inhibitor], MEKK2 mut-MEK5 -18, V1aR counter -0.1 and M18AAP inhibitor 10.

Reprinted at random: 3 entries already listed.
For CC(C)CNC(=O)c1ccccc1NC(=O)c1ccc(CSc2ccccc2)cc1 the results were GPR7 antag -12, OXTR ag 5.9, GalR3 antag 1, NALP1 inh 24, OXTR potentiator -8, MEKK2wt PB1 HTS 106, MEKK2 mut-MEK5 3, V1aR counter 5.9 and M18AAP inhibitor -8.
COc1ccc(C(=O)NCCc2nnc3ccc(SCC(=O)Nc4cc(C)on4)nn23)cc1 was read as GPR7 antag -14, OXTR ag -1.0, GalR3 antag -1, NALP1 inh -6, OXTR potentiator -8, MEKK2wt PB1 HTS 103, MEKK2 mut-MEK5 4, V1aR counter 0.6 and M18AAP inhibitor -10.
`CCSc1nnc(-c2ccc(S(=O)(=O)N3CCCC3)cc2)n1C` gave GPR7 antag -13, OXTR ag 0.4, GalR3 antag -11, NALP1 inh -10, OXTR potentiator -8, MEKK2wt PB1 HTS 97, MEKK2 mut-MEK5 0, V1aR counter 0.9 and M18AAP inhibitor -4.
